High-throughput results deposited in PubChem BioAssay by The Scripps Research Institute Molecular Screening Center.
MITF primary = blocks human microphthalmia-associated transcription factor; AID 1259374; inhibition, % at 2.6 µM; AlphaScreen MITF homodimerization, bead proximity signal; 650,000 compounds, 0.91% hits; in the data active = inhibition above about 50%;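 note: 0% = vehicle wells with protein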
TEAD-YAP inh = TEAD-YAP interaction inhibition. HEK-TIYL cells, TEAD-Gal4/YAP UAS-luciferase luminescence. inhibition, % at 9.12 µM. 640,000 compounds, 1.4% hits; in the data active = inhibition above about 32%;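 note: 0% = median of test compound wells and 100% = reference inhibitor wells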
GPR151 ag = activates the human receptor GPR151 | AID 1508602 | Q8TDV0 | PathHunter beta-arrestin GPR151 cells, luminescence | activation, % at 11.2 µM | 650,000 compounds, 1% hits; in the data active = activation above about 4.9%;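 note: 0% = median of compound wells and 100% = cells with positive control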
FBW7 activator = human FBW7 E3 ligase activation, primary screen; Q969H0; AlphaScreen FBW7–phospho-cyclin E peptide binding, activator screen; normalized activity (activation), % at 26.1 µM; 650,000 compounds, 0.13% hits; AID 1259310; in the data active = normalized activity above about 1.9%;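 note: purified mutant Fbw7 with reduced substrate affinity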
Target sequence (Q969H0 whole entry, looked up): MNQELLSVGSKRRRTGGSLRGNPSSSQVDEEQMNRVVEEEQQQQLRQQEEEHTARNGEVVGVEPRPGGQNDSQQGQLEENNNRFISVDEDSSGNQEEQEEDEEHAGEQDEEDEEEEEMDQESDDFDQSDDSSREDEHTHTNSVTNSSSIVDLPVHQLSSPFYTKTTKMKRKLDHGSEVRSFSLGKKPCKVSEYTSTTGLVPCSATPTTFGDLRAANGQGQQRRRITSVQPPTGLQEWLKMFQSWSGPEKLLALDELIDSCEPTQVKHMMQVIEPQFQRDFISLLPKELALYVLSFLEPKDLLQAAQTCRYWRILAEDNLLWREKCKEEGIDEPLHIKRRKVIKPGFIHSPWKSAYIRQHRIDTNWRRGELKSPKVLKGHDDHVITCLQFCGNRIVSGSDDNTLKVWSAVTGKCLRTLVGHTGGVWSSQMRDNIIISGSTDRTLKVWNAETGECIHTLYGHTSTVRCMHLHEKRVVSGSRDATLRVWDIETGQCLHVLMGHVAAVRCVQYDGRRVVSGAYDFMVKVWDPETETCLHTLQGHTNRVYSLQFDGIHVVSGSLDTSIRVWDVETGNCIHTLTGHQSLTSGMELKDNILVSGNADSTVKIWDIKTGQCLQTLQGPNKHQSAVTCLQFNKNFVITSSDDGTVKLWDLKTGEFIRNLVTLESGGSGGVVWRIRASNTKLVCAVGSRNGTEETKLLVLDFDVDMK
Active calls of the source: *.

SMILES | MITF primary | TEAD-YAP inh | GPR151 ag | FBW7 activator
COc1ccc(NS(=O)(=O)c2cc(S(=O)(=O)c3ccc(C)c(S(=O)(=O)Nc4ccc(OC)cc4)c3)ccc2C)cc1 | 13 | 6 | 0.1 | 0.4
COC(=O)[C@@H]1CCCN1C(=O)c1c(CC2CCCC2)n(Cc2cccnc2)c(C)cc1=O | 2 | -11 | 1.4 | 0.0
NC(=O)c1ccc(NC(=O)COC(=O)/C=C/c2ccc(Br)o2)cc1 | 13 | -3 | -1.9 | -0.2
COCCn1c(=O)[nH]c2cc(C(=O)Nc3ccc(F)c(F)c3)ccc2c1=O | -5 | 0 | 1.8 | -0.1
COc1ccc(S(=O)(=O)CCC(=O)Nc2ccc(Cl)cc2)cc1 | 0 | -5 | 1.2 | 0.2
CCC(C)(C)NC(=O)c1cc(S(=O)(=O)N2CCc3ccccc32)cn1C | 11 | 11 | 0.3 | 0.1
CC(C)OCCNC(=O)CC1C(=O)NCCN1Cc1cccc(Oc2ccccc2)c1 (stereo not drawn) | 8 | 4 | -1.1 | 0.0
O=C(NCCCN1CCN(c2ccccc2)CC1)C1(c2ccccc2)CCOCC1 | -6 | 6 | -1.5 | -0.1
O=C(NNC(=O)c1cc(-c2ccco2)nc2ccccc12)NC1CCCCC1 | 87* | 3 | 4.8 | -0.7
Cc1ccc(NS(=O)(=O)c2ccccc2)nc1 | 1 | 4 | 0.3 | 0.0
Cc1c(C(=O)Nc2ccccc2F)sc2ncn(CC(=O)N3CCC(C)CC3)c(=O)c12 | 5 | 7 | -0.2 | 0.2
CCOc1ccc(Nc2nc3c(c(=O)n(C)c(=O)n3C)n2Cc2ccccc2)cc1 | -10 | -6 | -1.4 | 0.3

Three of the compounds above, field by field.
molecule: COc1ccc(NS(=O)(=O)c2cc(S(=O)(=O)c3ccc(C)c(S(=O)(=O)Nc4ccc(OC)cc4)c3)ccc2C)cc1
- MITF primary: 13
- TEAD-YAP inh: 6
- GPR151 ag: 0.1
- FBW7 activator: 0.4
molecule: NC(=O)c1ccc(NC(=O)COC(=O)/C=C/c2ccc(Br)o2)cc1
- MITF primary: 13
- TEAD-YAP inh: -3
- GPR151 ag: -1.9
- FBW7 activator: -0.2
molecule: Cc1ccc(NS(=O)(=O)c2ccccc2)nc1
- MITF primary: 1
- TEAD-YAP inh: 4
- GPR151 ag: 0.3
- FBW7 activator: 0.0

Other compounds:
SMILES | MITF primary | TEAD-YAP inh | GPR151 ag | FBW7 activator
CCCCN(CC)C(=O)C1c2cc(OC)c(OC)cc2C(=O)N(C)C1c1cccs1 (stereo not drawn) | 5 | 5 | 0.1 | 0.0
CC(Cc1ccco1)NC(=O)C1CC(=O)N(c2ccc(F)cc2)C1 (stereo not drawn) | 2 | -5 | 0.3 | 0.0
COc1ccc(N2CCN(Cc3cccnc3)C2=O)cc1 | -5 | -4 | 3.9 | -0.3
CCOc1ccc(CCNC(=O)c2nc(-c3cccnc3)no2)cc1 | -10 | -5 | -1.3 | 0.0
CC1CC(C)CN(S(=O)(=O)c2ccc3[nH]cc(C(=O)NC4CCCCC4)c(=O)c3c2)C1 (stereo not drawn) | -2 | -1 | -1.7 | -0.1
O=C1N[C@@H](COCc2ccccc2)C(=O)N2CCN(C(=O)c3ccccc3Cl)C[C@H]12 | 8 | -1 | 2.3 | -0.5
COCCCNC(=O)c1ccc2c(c1)[nH]c(=S)n1c3ccccc3nc21 | 7 | 2 | 2.7 | 0.8
O=C(CCS(=O)(=O)c1ccc2c(c1)OCC(=O)N2)Nc1cc(F)ccc1F | -6 | 0 | 0.1 | 0.0
COc1cc(Nc2nc(Nc3ccc(NC(C)=O)cc3)c3ncn(C(C)C)c3n2)cc(OC)c1OC | 5 | 9 | 0.6 | -0.1
CSc1ccc(CC2(CCC(=O)NCCc3c[nH]c4ccccc34)CCC(=O)N2)cc1 (stereo not drawn) | -3 | 15 | 0.0 | -0.2
Cc1nc2sccn2c1-c1csc(Nc2ccc(Cl)cc2)n1 | 14 | 50* | -0.2 | -0.1
CCOC(=O)C1=C(C)NC(=S)NC1c1cc(OCC)c(OCC(=O)O)cc1Cl (stereo not drawn) | 16 | 11 | -1.7 | 0.2
O=c1[nH]c(O)c(C=Nc2cccnc2)c(=O)[nH]1 | 17 | 7 | -0.7 | 0.0
CCCCNC(=O)NCC12CC3CC(CC(C3)C1)C2 | 4 | -2 | 1.5 | 0.1
O=C(Nc1ccc(N2CCC(NCCc3cscn3)CC2)cc1)c1ccccc1F | 5 | -7 | -0.7 | 0.0
COc1ccccc1CNC(=O)CN1C(=O)NC(Cc2c[nH]c3ccccc23)C1=O (stereo not drawn) | 2 | 5 | -0.4 | 0.0
O=c1[nH]c2c(oc3ccccc32)c(=O)n1-c1ccc(F)cc1 | 4 | -5 | -1.5 | 0.0
CC(C)(CO)NC(=O)Cc1c(Sc2ccccc2)c2ccccc2n1Cc1ccccc1 | -12 | -4 | 0.6 | -0.2
COc1cc(C(=O)Nc2ccc(S(=O)(=O)Nc3cc(C)on3)cc2)cc(OC)c1OC | 3 | 7 | 0.2 | 0.1
Cc1nn(C(C)C)c(=O)c2cc3ccsc3n12 | -10 | -12 | 0.4 | -0.3
N#C/C(=C\c1ccc([N+](=O)[O-])o1)C(=O)Nc1ccc(F)cc1 | 21 | -4 | 0.0 | 0.0
O=C(NCCS(=O)(=O)N1CCN(c2ncccn2)CC1)C1CC1 | -2 | 12 | 0.8 | 0.1
C=CCOC(=O)C1=C(C)NC(SCC(=O)c2ccc(OC)cc2)=C(C#N)C1c1cccs1 (stereo not drawn) | -5 | 6 | 0.1 | 0.3
CCCCOC(=O)c1cccc(NC(=O)COc2ccccc2)c1 | 10 | -26 | 0.8 | 0.5
Cc1cccc(Cn2c(=O)c3c(nc4n(-c5ccccc5)c(C)cn34)n(C)c2=O)c1 | -7 | -1 | 0.2 | -0.1
N#Cc1cc2cc3c(cc2nc1SCC(=O)N1CCOCC1)OCCO3 | -3 | -3 | -0.2 | 0.0
Cc1ncc2c(c1CNS(=O)(=O)Cc1ccccc1)CCN(C(=O)CN1CCCC1)C2 | 7 | -9 | -0.1 | 0.0
O=C(NCCCc1ccccc1)c1c(O)c2ccccc2[nH]c1=O | -3 | 1 | 0.7 | 0.1
Cc1ccc(C)c(N(CC(=O)Nc2ccc3c(c2)OCO3)S(=O)(=O)c2ccccc2)c1 | 2 | 10 | 1.2 | -0.1
COc1ccc(CCNC(=O)CSc2nnc(-c3ccc(OC)c(OC)c3)c(-c3ccc(OC)c(OC)c3)n2)cc1OC | 9 | 6 | 2.1 | -0.1
CCCCOC(=O)c1cccc(NC(=O)COc2ccc(Cl)c(C)c2)c1 | -16 | -8 | 0.0 | 0.1
CC(C)(C)C(=O)N(CC(=O)Nc1sc2c(c1C(N)=O)CCCC2)C1CCCC1 | 14 | 2 | 0.1 | 0.3
Cc1cc(N2CCOCC2)ccc1C=C1C(=O)NC(=O)NC1=O | 9 | -5 | 0.7 | -1.3
O=C(NCC1CCCO1)C1CCCCN1S(=O)(=O)c1ccc(F)cc1 (stereo not drawn) | -16 | -6 | 0.6 | 0.0
CCOc1ccc(S(=O)(=O)Nc2cccc(-n3cnnn3)c2C)cc1 | -11 | 2 | 0.5 | 0.0
Cc1cc2c(=O)n(CC(=O)O)cnc2s1 | 12 | -5 | -0.3 | 0.1
CC(C)C(=O)N1CCC(c2c(S(C)(=O)=O)cnc3ncnn23)CC1 | 15 | -1 | -1.0 | 0.7
Cc1cccc(COc2ccc(Br)cc2/C=C2/NC(=O)NC2=O)c1 | 21 | 10 | -0.9 | 0.9
O=C(Nc1ccc(NC(=O)c2cccs2)cc1)c1ccc(N2CCCC2)c([N+](=O)[O-])c1 | -7 | -5 | 0.0 | -0.1
COC(=O)CSc1ccccc1C(=O)OC | -3 | -6 | 0.3 | -0.1
COc1ccccc1C(=O)NC(=S)Nc1ccccc1C(=O)O | -4 | 22 | -2.0 | 0.1
Cc1cc(NN)nc2ccc(Cl)cc12 | 11 | -1 | 0.6 | -0.1
CCN(CC)C(=O)c1cn(-c2ccccc2)nc1-c1ccc(OC)c([N+](=O)[O-])c1 | -12 | -6 | 1.4 | -0.2
C=C(C)Cn1c(C(O)c2ccccc2)nc2ccccc21 (stereo not drawn) | 8 | -5 | 0.1 | 0.3
COc1c(Cl)cc(Cl)cc1/C=C1/C(=O)N(c2ccc(Cl)cc2Cl)N=C1C | 3 | 9 | -0.8 | -0.9
CCOCCn1cnc2sc(C(=O)Nc3ccc(C(F)(F)F)cc3)c(C)c2c1=O | 9 | -1 | 1.3 | -0.1
O=C(Nc1nc(-c2nc3ccccc3s2)cs1)c1ccc(S(=O)(=O)N2CCOCC2)cc1 | -17 | -29 | 1.3 | -0.1
FC(F)(F)c1cccc(CNc2ncnc3nc(N4CCN(c5ccccn5)CC4)[nH]c23)c1 | 25 | 7 | -1.0 | 0.1

One compound at a time, from the list above:
Entry for `COCCn1c(=O)[nH]c2cc(C(=O)Nc3ccc(F)c(F)c3)ccc2c1=O` = MITF primary: -5; TEAD-YAP inh: 0; GPR151 ag: 1.8; FBW7 activator: -0.1
Entry for `Cc1ncc2c(c1CNS(=O)(=O)Cc1ccccc1)CCN(C(=O)CN1CCCC1)C2` = MITF primary: 7; TEAD-YAP inh: -9; GPR151 ag: -0.1; FBW7 activator: 0.0
Entry for `O=c1[nH]c(O)c(C=Nc2cccnc2)c(=O)[nH]1` = MITF primary: 17; TEAD-YAP inh: 7; GPR151 ag: -0.7; FBW7 activator: 0.0

Next part.
SMILES | MITF primary | TEAD-YAP inh | GPR151 ag | FBW7 activator
NNC(=O)CNC(=O)c1ccccc1[N+](=O)[O-] | -17 | 15 | 1.2 | 0.0
Cn1c(SCc2ccc(Cl)cc2)nnc1-c1ccc(N)cc1 | 24 | -7 | -0.2 | 0.2
N#Cc1c(-c2ccc(Cl)cc2)c(C#N)c2n3c(nn2c1=O)CCCCC3 | 19 | -1 | -0.3 | 0.2
Fc1ccc(Nc2nc(Cc3ccccc3)nc3sc4c(c23)CCCC4)c(F)c1 | 5 | 3 | -0.3 | 0.4
CCCN(CCC)S(=O)(=O)c1ccc(C(N)=O)cc1 | -9 | 2 | 0.6 | 0.0
O=C(Nc1nnc(-c2cccnc2)o1)c1cc(Cl)ccc1Cl | 7 | 1 | 0.2 | -0.3
O=C(CCNC(=O)c1ccc2c(c1)OCO2)NCc1ccc(F)cc1 | 6 | 7 | -0.7 | -0.1
CC(=O)C1=C(c2ccc(C3CCCCC3)cc2)N(C(C)=O)n2cnnc2S1 | -5 | 74* | 1.7 | 0.1
O=C1OC(c2ccccc2Br)=N/C1=C\C=C\c1ccccc1 | 17 | 7 | -0.5 | 0.1
COc1ccccc1NC(=O)c1oc2ccccc2c1NC(=O)COc1ccccc1 | -8 | 1 | -0.5 | 0.0
Cc1ccc(C(=O)N2CCN(Cc3ccc4c(c3)OCO4)CC2)o1 | 5 | 2 | 10* | 0.1
Cc1[nH]c2ccccc2c1CCNC(=O)/C(=C/c1ccccc1)NC(=O)c1ccccc1Br | 6 | 28 | 0.6 | 0.2
FC(F)(F)c1ccc(Cn2cnc3c(NC4CC4)nc(-c4ccccc4)nc32)cc1 | 2 | 7 | 1.7 | 0.0
Cn1cccc1C(=O)NC(=O)CCl | -15 | -9 | 2.4 | 0.1
CCCCCC(C)NC(=O)c1ccc(OCC)cc1 (stereo not drawn) | 9 | -16 | -1.0 | 0.0
COc1ccc(CSc2nncn2C)cc1 | 9 | 3 | 1.0 | 0.1
CSCC(C(=O)NNC(=O)C12CC3CC(CC(C3)C1)C2)N1C(=O)C2CCCCC2C1=O (stereo not drawn) | -6 | 4 | -1.2 | -0.2
COc1ccc(OC)c(N2CC(O)=C(c3nc4ccccc4[nH]3)C2=N)c1 | 0 | -7 | -0.5 | -0.2
O=C(O)c1ccc(S(=O)(=O)Nc2ccccc2C(=O)O)cc1 | 14 | -2 | 0.5 | -0.1
C1CCN(Cc2nnnn2CC2CCCO2)CC1 (stereo not drawn) | -5 | -7 | 1.1 | 0.1
CS(=O)(=O)N(CC(=O)Nc1cccc(Cl)c1Cl)c1cccc(F)c1 | -1 | -13 | 5.3* | -0.1
COc1ccc(C(=O)CSc2ccc3nnc(-c4cccnc4)n3n2)cc1 | -14 | -1 | -2.7 | 0.3
CS(=O)(=O)c1ccccc1CN(C1CC1)C1CCN(Cc2ccccc2)CC1 | 16 | 8 | -1.9 | 0.1
CCCCNS(=O)(=O)c1ccc(OCC(=O)Nc2ccc(C(=O)OC)cc2)cc1 | 7 | 9 | -0.8 | -0.1
O=C1CCCc2c1[nH]c1ccc(CN3CCCCC3)cc21 | 3 | 0 | 0.1 | -0.1
C=CCN1C(C(=O)c2ccccc2)=C(NC(=O)c2ccc(C)cc2)c2ccccc2S1(=O)=O | 2 | -1 | -0.2 | 0.0
COc1ccc(/C=C/C(=O)N2CCN(c3cccc(Cl)c3)CC2)cc1 | 4 | 3 | -0.4 | -0.2
CCC(=O)N1c2ccccc2NC2=C(C(=O)CC(C)C2)C1c1ccco1 (stereo not drawn) | 9 | 9 | -0.4 | 0.1
CCCCc1ccc(NC(=O)c2c(C)noc2C)cc1 | 0 | -27 | 0.0 | -0.5
O=C(O)C1C2CC2CN1C(=O)c1cccs1 (stereo not drawn) | 10 | -2 | 0.5 | 0.2
Cc1noc(C)c1-c1cc(NCCCN2CCCC2=O)ncn1 | 2 | -4 | 5.9* | -0.1
COc1ccc(C(=O)NCCNc2nc3cc4c(cc3cc2C#N)OCO4)cc1 | -14 | 5 | 1.1 | 0.1
